# FadD28 FP inh = inhibitors of Mycobacterium tuberculosis FadD28 bisubstrate binding | FadD28 bisubstrate probe binding, fluorescence polarization | 360,000 tested, 0.22% active | inhibition, % at 12.5 µM; in the data active = inhibition above about 8.5%, passing the limit was not always enough
# Y pestis TopoI = blocks Yersinia pestis topoisomerase I activity; Y. pestis Topo-I cleavage product accumulation, plate reader; activity, % at 10 µM; 360,000 tested, 0.064% active; AID 504884; in the data active = activity above about 50%, passing the limit was not always enough; also: inactives centre near 2
# BH1578 lux ind = inducers of Vibrio cholerae quorum light production without autoinducers; AID 588436; activation, % at 18.7 µM; V. cholerae BH1578 lux reporter, luminescence, 6 h; 350,000 tested, 0.16% active; in the data active = activation mostly above about 9.7%, no sharp cut-off; also: not every result past the cut was called active; inactives centre near 0; reference of the scale not given here
# TcdB GH inh = inhibitors of Clostridioides difficile toxin B glycohydrolase; AID 652162; inhibition, % at 9.99 µM; 350,000 tested, 0.24% active; P18177; TcdB glycohydrolase enzymatic assay, plate reader; in the data active = inhibition above about 10%
# BioA inh = blocks M. tuberculosis BioA enzyme activity; purified M. tuberculosis BioA enzyme, plate reader; inhibition, % at 9.99 µM; 360,000 tested, 0.096% active; AID 602481; in the data active = inhibition above about 40%
# PfHsp40 yeast = restores yeast growth despite PfHsp40 toxicity; 340,000 tested, 0.68% active; S. cerevisiae expressing PfHsp40, growth rescue, ATP luminescence; AID 504582; growth rescue, % at 12.5 µM; in the data active = growth rescue above about 28%, passing the limit was not always enough;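 also: yeast W303a lacking pdr1 and pdr3 grown in galactose medium; growth measured after three days at 30 °C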
# Mtb FBA inh = inhibitors of M. tuberculosis fructose-bisphosphate aldolase; purified M. tuberculosis FBA, fluorescence read-out; inhibition, % at 1 µM; 360,000 tested, 2.3% active; in the data active = inhibition above about 27%;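 also: 0% = vehicle and 100% = reference inhibitor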
# Target sequence (P9WQA3 whole entry, looked up): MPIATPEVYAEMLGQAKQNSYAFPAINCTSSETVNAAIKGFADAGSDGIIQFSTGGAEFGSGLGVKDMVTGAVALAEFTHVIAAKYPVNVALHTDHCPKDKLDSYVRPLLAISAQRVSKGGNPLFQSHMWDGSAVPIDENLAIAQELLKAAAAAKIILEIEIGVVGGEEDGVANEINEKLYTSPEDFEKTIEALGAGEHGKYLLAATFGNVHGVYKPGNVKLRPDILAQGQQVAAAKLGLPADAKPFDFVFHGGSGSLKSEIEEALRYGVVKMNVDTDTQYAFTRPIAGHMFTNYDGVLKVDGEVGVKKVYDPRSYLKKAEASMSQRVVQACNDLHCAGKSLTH
# UGM FP inh = blocks M. tuberculosis UGM enzyme; inhibition, % at 10 µM; 320,000 tested, 0.06% active; purified UGM, fluorescence polarization probe displacement; P9WIQ1; in the data active = inhibition above about 10%, passing the limit was not always enough
# Target sequence (P9WIQ1 whole entry, looked up): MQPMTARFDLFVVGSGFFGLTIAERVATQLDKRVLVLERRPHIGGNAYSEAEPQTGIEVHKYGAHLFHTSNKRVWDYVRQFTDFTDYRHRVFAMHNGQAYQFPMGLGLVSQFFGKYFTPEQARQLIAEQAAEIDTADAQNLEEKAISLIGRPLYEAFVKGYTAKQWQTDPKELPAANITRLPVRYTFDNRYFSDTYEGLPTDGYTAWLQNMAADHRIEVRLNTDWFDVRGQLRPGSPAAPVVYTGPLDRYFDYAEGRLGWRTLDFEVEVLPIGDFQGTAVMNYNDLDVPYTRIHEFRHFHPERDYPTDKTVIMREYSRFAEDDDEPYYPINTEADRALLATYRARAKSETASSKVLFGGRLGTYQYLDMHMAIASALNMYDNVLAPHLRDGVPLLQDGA
# GDH-TPI counter = inhibits GDH-TPI coupling enzymes, artifact for Mtb FBA screen. 360,000 tested, 1.2% active. inhibition, % at 4.8 µM. GDH-TPI coupled enzyme counterscreen, NADH absorbance; in the data active = inhibition above about 30%;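 also: 0% = DMSO wells and 100% = wells lacking the enzyme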
# Active calls of the source: *; i = inactive; x = not tested or not shown; & = joins results of further samples.
# Values run as follows: FadD28 FP inh	Y pestis TopoI	BH1578 lux ind	TcdB GH inh	BioA inh	PfHsp40 yeast	Mtb FBA inh	UGM FP inh	GDH-TPI counter
> Cc1nnc(NC(=O)CSc2nnc(CNC(=O)c3ccc(S(=O)(=O)N(C)C)cc3)o2)s1
    0.8	0	i	-2.2	-0.9	1.2	1	4.5	8
> CCOc1ccccc1/C=C(\C#N)C1=CCCC1
    -1.7	-6	i	0.7	1.7	-0.5	-5	-2.8	1
> Nc1nonc1C(=O)N/N=C/c1ccc([N+](=O)[O-])o1
    -0.8	1	0.0	x	x	-0.8	-6	3.3	14
> Cc1cccc(-n2c(N)cc(=O)nc2SCC(=O)Nc2ccccc2)c1
    -2.2	0	-2.1	x	x	-1.9	2	1.7	0
> COc1ccc(C(=O)N/N=C/c2c(C)[nH]c(=O)[nH]c2=O)cc1
    -1.6	9	1.3	-2.6	-0.3	-1.4	0	-3.1	14
> COc1ccc(/C=C2\SC(=S)N(CCC(=O)NCCc3ccc(O)cc3)C2=O)cc1
    -3.5	4	i	3.9	-1.0	-0.2	1	3.4	15
> Cc1nnc(NC2CCCCC2)[nH]c1=O
    -4.3	-1	3.1	x	-1.3	-0.2	-3	2.6	-6
> CCOc1ccc(Nc2nc3ccccc3n2C)cc1
    -3.7	2	-0.2	0.8	-0.1	0.0	-3	-1.4	-6
> C=CCN1c2ccc(Br)cc2C(=O)CS1(=O)=O
    -2.4	6	i	0.6	0.3	-1.5	2	0.8	4
> COC(=O)c1ccc(NC(=O)N2CCCC(C(=O)c3ccccc3OC)C2)cc1 (stereo unspecified)
    1.7	4	0.6	-0.4	x	0.3	-1	0.3	-4
> CCC(=O)N1CCN(c2ccc(NC(=O)c3ccco3)cc2Cl)CC1
    -1.3	6	-2.3	2.7	3.1	-0.4	-1	x	0
> O=S(=O)(NC1CCSc2ccccc21)c1ccc(Cl)nc1 (stereo unspecified)
    -3.5	7	-0.2	1.0	-1.4	-0.4	1	3.3	-9
> C[C@H](CO)N1C[C@H](C)[C@@H](CN(C)C(=O)NC2CCCCC2)Oc2ccc(NS(=O)(=O)c3ccccc3)cc2C1=O
    -3.0	-3	i	1.3&0.7	-2.1&3.4	-0.6	0	1.5	0
> Cc1cccc(N(CC(=O)N2CCCC2)S(=O)(=O)c2ccccc2)c1
    0.6	2	x	x	-1.1	-1.9	4	0.2	-4
> N=c1c(C(=O)NCC2CCCO2)cc2c(=O)n3ccccc3nc2n1Cc1ccco1 (stereo unspecified)
    x	-3	-0.2	0.3	0.7	1.6	28*	8.0	10

# 4 compounds from above, reduced to Mtb FBA inh and UGM FP inh:
Structure | Mtb FBA inh | UGM FP inh
Cc1nnc(NC2CCCCC2)[nH]c1=O | -3 | 2.6
CCOc1ccc(Nc2nc3ccccc3n2C)cc1 | -3 | -1.4
C=CCN1c2ccc(Br)cc2C(=O)CS1(=O)=O | 2 | 0.8
COC(=O)c1ccc(NC(=O)N2CCCC(C(=O)c3ccccc3OC)C2)cc1 (stereo unspecified) | -1 | 0.3

# More records:
# Values run as follows: FadD28 FP inh	Y pestis TopoI	BH1578 lux ind	TcdB GH inh	BioA inh	PfHsp40 yeast	Mtb FBA inh	UGM FP inh	GDH-TPI counter
> C[C@@H](C(=O)OCC(=O)c1ccc(F)c(F)c1)N1C(=O)C2CCCCC2C1=O (stereo partly specified)
    0.6	4	-0.3	0.8	0.1	-0.2	5	1.2	5
> N/C(=N\OCC(=O)Nc1ccccc1)c1nonc1N
    -2.4	3	-0.7	0.8	x	1.9	-2	0.5	3
> O=C(O)CSCC(=O)NCc1ccc(Cl)cc1Cl
    1.4	-3	i	1.3	x	-0.4	3	1.2	1
> O=C(c1ccco1)c1nc2c(n1O)CCCCC2
    -3.0	3	0.1	x	-1.0	0.7	-6	0.6	19
> COc1ccc(NC(=O)c2cc(S(=O)(=O)N3CCc4ccccc43)cn2C)cc1
    1.9	6	-0.2	-8.7	0.9	-1.3	4	-0.8	-2
> CC(=O)NCCC(=O)N1CCc2c([nH]c3ccccc23)C1c1cccc(Cl)c1 (stereo unspecified)
    -1.5	18	-0.4	1.5	x	-0.7	4	0.7	1
> CCN(C1CCCCC1)S(=O)(=O)c1cc(C)ccc1OC
    -4.7	13	-0.3	x	2.6	-0.6	-1	0.5	-5
> COc1ccc(C2Nc3ccccc3C(=O)N2c2ccc(C)cc2)cc1COc1ccccn1 (stereo unspecified)
    0.6	7	-0.2	x	x	0.3	34*	1.4	11
> CC(=O)n1nc(-c2ccco2)nc1N
    -3.7	4	x	x	1.0	4.6	-1	-0.5	-8
> O=C(OCC(=O)N1CCc2ccccc2C1)c1ccc(O)cc1
    -0.9	7	1.2	0.9	-0.9	-0.7	-2	1.6	4
> COc1ccc(CC(=O)NCC2(c3ccc(OC)c(OC)c3)CCOCC2)cc1
    -1.2	7	i	4.6	1.0&-0.8	-1.6	-2	-1.1	8
> COc1ccc2c(c1)c1c(n2C)[C@@H]2CC=C(CO)[C@@H](C1)N2C
    -0.3	-7	-11	0.4	-0.1	0.2	4	0.1	8
> COc1ccc(NC(=O)C2Cc3c(-c4ccccc4Oc4ccccc4)ccnc3O2)cn1 (stereo unspecified)
    -3.7	39	-0.8	-0.5	0.0	x	2	x	0
> FC(F)(F)c1ccccc1NC(=S)NC1CCN(Cc2ccccc2)CC1
    -2.9	-12	-1.4	1.3	x	1.1	3	-0.9	-1
> CC(=O)N1CCC(C(=O)Nc2ccc3c(c2)CCC3)CC1
    -2.3	8	i	-0.1	0.0	-1.0	-2	-0.1	-1

# Overlap with the part before: 2 entries; new compounds follow.
# Values run as follows: FadD28 FP inh	Y pestis TopoI	BH1578 lux ind	TcdB GH inh	BioA inh	PfHsp40 yeast	Mtb FBA inh	UGM FP inh	GDH-TPI counter
> FC(F)(F)c1ccccc1NC(=S)NC1CCN(Cc2ccccc2)CC1
    -2.9	-12	-1.4	1.3	x	1.1	3	-0.9	-1
> CC(=O)N1CCC(C(=O)Nc2ccc3c(c2)CCC3)CC1
    -2.3	8	i	-0.1	0.0	-1.0	-2	-0.1	-1
> O=C(Nc1ccc2c(c1)OCO2)C1CC(c2ccc(F)cc2)=NO1 (stereo unspecified)
    -0.9	-1	-0.6	x	0.9	-0.5	1	-2.3	2
> CC(C)C(=O)NC(=S)Nc1ccc(S(=O)(=O)N(C)Cc2ccccc2)cc1
    -0.2	3	-0.3	x	-3.8	1.3	7	1.2	10
> CS(=O)(=O)c1cnc(-c2ccccc2)nc1-c1ccccc1Cl
    -1.5	1	0.9	1.6	x	-0.1	1	0.0	5
> CCOC(=O)N1CCC2(CC1)C(C#N)=C(N)Oc1c2sc2nc(C)cc(C)c12
    -1.9	2	i	x	0.3	-0.8	1	-1.0	12
> O=C1c2ccccc2C(=O)N1C1C=CC=CC=C1
    -1.7	5	i	-0.3	0.2	x	1	x	-2
> Cc1cc(NC(=O)CSCC(=O)OCC(=O)Nc2ccc(OC(F)F)cc2)no1
    -1.6	4	i	1.7	1.5	1.2	1	1.9	3
> O=C(CSc1ncnc2scc(-c3ccc(F)cc3)c12)c1ccc2c(c1)OCCO2
    -0.7	3	0.0	x	x	-2.1	5	-1.0	10
> CC1(C)CC(=O)C(C(c2ccco2)C2C(=O)CC(C)(C)CC2=O)C(=O)C1
    0.5	-5	i	x	2.2	1.6	0	3.4	12
> CCOC(=O)c1ccc(NC(=O)CN2CCN(c3ccccc3)CC2)cc1
    -1.1	-9	-0.7	x	0.8	7.6	-1	-2.6	6
> CCCCn1nnnc1SCC(=O)Nc1ccc2c(c1)OCCO2
    0.4	-2	-0.3	x	-0.4	-0.9	6	3.6	6
> COc1ccc(C(c2ccc(OC)cc2)C(Cl)(Cl)Cl)cc1
    -2.1	-4	-0.1	0.5	-0.3	-1.0	0	1.9	1
> COC(=O)c1ccc(S(=O)(=O)N2CCN(C(c3ccccc3)c3ccccc3)CC2)n1C
    0.4	1	0.8	-1.2	-1.7	0.0	-1	0.2	7
> O=C1CN(C(=O)COc2ccccc2)CCN1
    -0.4	2	-0.2	1.2	0.0	4.6	1	1.4	10
> O=C1Nc2ccccc2C12OCC(COc1ccc(Cl)cc1)O2 (stereo unspecified)
    -4.1	-1	-0.3	x	3.1	2.6	2	-0.8	-6
> CC(C)C(C)(C#N)NC(=O)CSc1ncnc2sc(-c3ccccc3)cc12 (stereo unspecified)
    -10	41	i	0.3	-0.6	6.5	2	2.5	2
> CN(c1ccccc1)S(=O)(=O)c1ccc(C(=O)N2CCN(c3ccccc3F)CC2)cc1
    -0.3	23	i	1.4	-0.3	5.1	-1	3.1	-1
> CN1CCN(C(=O)CCCOc2cc(=O)n(C)c3ccccc23)CC1
    0.3	-4	-3.7	x	-1.0	0.9	-1	0.8	6
> C[C@H]1CN([C@@H](C)CO)S(=O)(=O)c2ccc(Br)cc2O[C@H]1CN(C)C(=O)C1CCC1
    -2.6	6	i	0.3&-0.5	5.4&2.8	x	-1	x	-6
> COc1c2c(c(OC)c3c1c(=O)c1ccccc1n3C)OCO2
    -4.6	-3	i	-0.7	x	-1.4	-2	x	2
> Cc1ccc(NC(=O)CCc2ccccc2)cc1S(=O)(=O)N1CCOCC1
    -0.4	10	i	3.3	-0.2	1.2	-2	2.2	4
> COc1ccc(N2CC(C(=O)Nc3nc4ccc(S(C)(=O)=O)cc4s3)CC2=O)cc1 (stereo unspecified)
    -5.9	7	-0.3	-0.9	0.2	-0.5	0	-0.1	1
> Cc1cnc(C(=O)OCC(=O)c2ccc(F)c(F)c2)cn1
    -2.0	-5	i	6.1	-1.4	0.1	-2	-2.6	-11
> O=C(NCc1cccnc1)Nc1ccc2c(c1)OCO2
    -1.2	2	-1.6	0.7	x	0.0	1	-2.9	-8
> Oc1ccccc1NCC(O)Cn1ccc2ccccc21 (stereo unspecified)
    -0.5	-4	1.4	x	0.7	-1.2	-3	2.3	-1

# Given with tabs: part of the list above.
molecule	FadD28 FP inh	Y pestis TopoI	BH1578 lux ind	TcdB GH inh	BioA inh	PfHsp40 yeast	Mtb FBA inh	UGM FP inh	GDH-TPI counter
COc1c2c(c(OC)c3c1c(=O)c1ccccc1n3C)OCO2	-4.6	-3	i	-0.7	x	-1.4	-2	x	2
Cc1ccc(NC(=O)CCc2ccccc2)cc1S(=O)(=O)N1CCOCC1	-0.4	10	i	3.3	-0.2	1.2	-2	2.2	4
Cc1cnc(C(=O)OCC(=O)c2ccc(F)c(F)c2)cn1	-2.0	-5	i	6.1	-1.4	0.1	-2	-2.6	-11
O=C(NCc1cccnc1)Nc1ccc2c(c1)OCO2	-1.2	2	-1.6	0.7	x	0.0	1	-2.9	-8
CN1CCN(C(=O)CCCOc2cc(=O)n(C)c3ccccc23)CC1	0.3	-4	-3.7	x	-1.0	0.9	-1	0.8	6
COc1ccc(N2CC(C(=O)Nc3nc4ccc(S(C)(=O)=O)cc4s3)CC2=O)cc1 (stereo unspecified)	-5.9	7	-0.3	-0.9	0.2	-0.5	0	-0.1	1

# Bioassay records as filed in PubChem.
